From PubChem
HEK293 cAMP cs – counter-screen for TSHR agonists: cAMP increase in parental HEK293; Potency, µM (highest dose often 57.1 µM), without a hit: top-dose activation, usual class: activators; 73,000 tested, 2.5% active; parental HEK293 CNG cAMP sensor, membrane potential fluorescence; AID 938; further: potency means the concentration at half of the fitted maximal effect; % of control where 0% means no effect; nearly all actives have a fitted effect of over 55% in size
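Parental HEK 293 cells stably expressing a cAMP-gated CNG channel were loaded with membrane potential dye containing 100 uM RO 20-1724 for 60 min. Compound added for 30 min; depolarization read as fluorescence intensity at 590 nm.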
TexasRed autofl – Texas Red region autofluorescence | Compound fluorescence, Texas Red channel, 547/618 nm; active compounds read high | max dye-equivalent concentration, M | 59,000 tested, 0.06% active | AID 587; in the data active means max dye-equivalent concentration above about 10 nM; inconclusive means between about 1.1 nM and that limit
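Texas Red-region profiling: compounds in 100 mM Tris pH 8.0 were read at 547/618 nm after 15 min at room temperature. Intensities were normalized against a six-point Texas Red standard series to give dye-equivalent concentration.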
Casp7 inh – allosteric or competitive inhibitors of human caspase-7; 75,000 tested, 0.02% active; recombinant caspase-7, Ac-DEVD-AFC fluorescence rate; P55210; Potency, µM (highest dose often 57.5 µM), for inactives: at the highest dose activity change, negative = inhibition, hits mostly inhibitors; active means well fitted inhibition curve with a large enough effect in the main read-out, with a control signal flat, not every such curve was filed as active; inconclusive means small, poorly fitted or top-dose-only effect, or a change in a side signal; further: potency means the concentration at half of the fitted maximal effect; % of control where 0% means no effect
Target sequence (P55210 24-198 limits assumed): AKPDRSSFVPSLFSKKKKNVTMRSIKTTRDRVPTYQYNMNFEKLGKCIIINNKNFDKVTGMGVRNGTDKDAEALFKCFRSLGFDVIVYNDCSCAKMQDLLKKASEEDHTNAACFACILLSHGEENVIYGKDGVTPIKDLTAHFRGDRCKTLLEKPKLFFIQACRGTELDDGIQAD
Target sequence (P55210 207-303 limits assumed): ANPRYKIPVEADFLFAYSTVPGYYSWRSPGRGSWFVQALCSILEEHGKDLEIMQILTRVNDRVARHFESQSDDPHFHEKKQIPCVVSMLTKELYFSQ
Fluorescein autfl – compound fluoresces in the fluorescein spectral region | AID 593 | max fluorescein-equivalent concentration, M | Compound autofluorescence, 480/540 nm, fluorescein-equivalent; active compounds read high | 59,000 tested, 0.91% active; in the data active means max fluorescein-equivalent concentration above about 10 nM; inconclusive means between about 1.1 nM and that limit
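Autofluorescence profiling; 100 mM Tris, pH 8.0; incubation 15 min at RT; ex/em 480/540 nm; result as fluorescein-equivalent concentration.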
Caspase-1 inhib – allosteric or competitive inhibitors of human caspase-1; AID 900; Caspase-1 enzyme, Ac-WEHD-AFC fluorogenic rate; Potency, µM (top dose mostly 57.5 µM), inactives show at the highest dose activity change, negative = inhibition, hits mostly inhibitors; 75,000 tested, 0.03% active;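 further: potency means the concentration at half of the fitted maximal effect; plate controls were vehicle for no effect and no substrate for full effect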
Rhodamine autofl – rhodamine region autofluorescence; Rhodamine-region fluorescence, 547/598 nm, Tris buffer; active compounds read high; max dye-equivalent concentration, M; 59,000 tested, 0.05% active; AID 594; in the data active means max dye-equivalent concentration above about 11 nM; inconclusive means between about 1.1 nM and that limit
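Compounds in 100 mM Tris buffer, pH 8.0, were incubated 15 min at room temperature, then read at 547 nm excitation and 598 nm emission. Fluorescence was normalized against a per-plate six-point rhodamine standard curve as dye-equivalent concentration.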
USP2a inh – USP2a (human) protease inhibition | 60,000 tested, 0.1% active | Potency, µM (series often up to 38.3 µM), inactives show at the highest dose activity change, negative = inhibition, most hits filed as inhibitors | O75604 | USP2a enzymatic assay, qHTS inhibition | AID 927;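 further: potency means the concentration at half of the fitted maximal effect; nearly all actives have a fitted effect of over 60% in size; plate controls were DMSO for no effect and NEM full inhibition control for full effect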
Target sequence (O75604 whole entry, looked up): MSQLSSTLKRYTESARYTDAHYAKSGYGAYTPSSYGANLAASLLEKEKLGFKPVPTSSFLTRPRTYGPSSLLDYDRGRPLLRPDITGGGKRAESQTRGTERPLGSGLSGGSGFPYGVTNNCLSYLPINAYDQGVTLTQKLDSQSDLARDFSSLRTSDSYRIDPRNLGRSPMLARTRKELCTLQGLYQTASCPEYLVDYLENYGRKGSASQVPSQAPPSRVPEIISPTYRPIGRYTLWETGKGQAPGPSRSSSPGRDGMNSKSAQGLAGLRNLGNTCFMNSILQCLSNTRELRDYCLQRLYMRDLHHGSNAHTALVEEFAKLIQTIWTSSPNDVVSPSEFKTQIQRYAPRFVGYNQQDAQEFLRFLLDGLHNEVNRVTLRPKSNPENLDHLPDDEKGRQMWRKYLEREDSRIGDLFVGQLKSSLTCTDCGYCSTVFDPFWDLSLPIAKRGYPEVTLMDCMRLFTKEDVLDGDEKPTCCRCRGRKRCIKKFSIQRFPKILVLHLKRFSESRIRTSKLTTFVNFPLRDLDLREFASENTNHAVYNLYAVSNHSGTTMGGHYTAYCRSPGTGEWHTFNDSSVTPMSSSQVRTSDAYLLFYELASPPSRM
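20 nM USP2 core + cpd, 30 min RT; add 20 nM Ub-PLA2/20 uM NBD C6-HPC; read Ex460/Em535 at 0 h and 2.5 h. Normalized to NEM; qHTS curve fit/classification.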
HADH2 inhib – inhibitors of human HADH2 dehydrogenase. Potency, µM (highest dose often 57.1 µM), inactives show at the top dose activity change, negative = inhibition, hits mostly inhibitors. recombinant HADH2, NADH fluorescence, beta-hydroxybutyryl-CoA. 73,000 tested, 3.4% active; further: potency means the concentration at half of the fitted maximal effect; on the % scale 0 is the no-effect control and ±100 the full control effect; nearly all actives have a fitted effect of over 60% in size; many of its hits are not listed in these tables
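20 nM HADH2 + cpd, 15 min RT; add 1 mM NAD+/90 uM beta-hydroxybutyryl-CoA; kinetic fluorescence 360/450 nm, 4 min. Tris-HCl pH 9.0, 0.01% Tween-20.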
Tau fil binding – binds recombinant human tau filaments. P10636. recombinant tau filaments, thioflavin S fluorescence, 15 h; filaments grown with octadecylsulfate alongside compound. Potency, µM (top dose mostly 57.1 µM), without a hit: at the top dose activity change, negative = inhibition. 71,000 tested, 2% active;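 further: potency means the concentration at half of the fitted maximal effect; on the % scale 0 is the no-effect control and ±100 the full control effect; actives lower thioflavin S fluorescence by blocking filaments or displacing dye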
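His-tagged recombinant human tau (exons 2, 3 and 10 included), 1 uM, was induced to fibrillize by 30 uM sodium octadecylsulfate with compound present. After 15 h at 37 C, thioflavine S fluorescence (ex 450, em 510 nm) was read.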
FLuc inh – blocks Photinus pyralis firefly luciferase activity; P08659; purified firefly luciferase, luminescence, 8 min; Potency, µM (doses to about 57.1 µM), for inactives: at the top dose activity change, negative = inhibition, usual class: inhibitors; 72,000 tested, 2.2% active; further: potency means the concentration at half of the fitted maximal effect; on the % scale 0 is the no-effect control and ±100 the full control effect; nearly all actives have a fitted effect of over 40% in size
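Titration-based qHTS; buffer 50 mM imidazole pH 7.2, 50 mM KCl, 7 mM MgCl2, 10 uM ATP, 0.01% Tween 20, 0.05% BSA; luciferase/luciferin detector mix added after compound; 8 min, ambient; luminescence.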
ERK AVP block – inhibitors of vasopressin-stimulated ERK signaling pathway | Potency, µM (titrated, usually from 57.5 µM), without a hit: at the top dose activity, negative = inhibition, actives largely listed as inhibitors | AID 995 | 72,000 tested, 0.99% active | HEK293-V1b, vasopressin-stimulated pERK AlphaScreen; further: potency means the concentration at half of the fitted maximal effect; on the % scale 0 is the no-effect control and ±100 the full control effect; nearly all actives have a fitted effect of over 55% in size
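HEK293 cells stably expressing V1b receptor, seeded overnight in 1% FBS, were treated with compounds for 30 min at 37C, then stimulated 5 min with 25 nM vasopressin; phospho-ERK read by AlphaScreen SureFire after lysis.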
The depositor's hits bear a star; i = inactive; ? = inconclusive; / = no result given; [ ] = remark or other dose. Unless noted, the call rests on the fitted dose curve; in most records, active means well fitted curve in the direction sought with a large enough effect; inconclusive means small, poorly fitted or top-dose-only effect, or another doubt; inactive means no such curve, though single readings can be large; an effect the other way counts as inactive or inconclusive. A portion of the library; rates above refer to the full screens.

SMILES	HEK293 cAMP cs	TexasRed autofl	Casp7 inh	Fluorescein autfl	Caspase-1 inhib	Rhodamine autofl	USP2a inh	HADH2 inhib	Tau fil binding	FLuc inh	ERK AVP block
CCN1C(=O)C(NC(C)=O)c2cc(Br)ccc21 (configuration not stated)	?	?	-1%	?	1%	i	3%	0%	13%	1%	-27%
COc1cccc([C@H]2Oc3ccc(OC)cc3/C(=N\O[C@@H]3O[C@H](COC(C)=O)[C@H](OC(C)=O)[C@H](OC(C)=O)[C@H]3OC(C)=O)[C@@H]2O)c1	0%[11.4 µM]	/	-1%[11.5 µM]	/	1%[11.5 µM]	/	/	5%[11.4 µM]	/	0%[11.4 µM]	6%[11.5 µM]
O=C(COc1cccc(OC(F)F)c1)Nc1ccc(SC(F)F)cc1	?	i	-3%	?	-2%	i	-1%	4%	11%	-43%	?
O=C(N1CCOCC1)N1CCC(n2nnc3ccccc32)CC1	6%	?	-1%	i	0%	i	-4%	-4%	2%	0%	-11%
Nc1nc(SCc2ccccc2)c2ncn(Cc3ccccc3)c2n1	6%[11.4 µM]	i	0%[11.5 µM]	?	-3%[11.5 µM]	i	/	14%[11.4 µM]	10%[11.4 µM]	-1%[11.4 µM]	-16%[11.5 µM]
CCOC(=O)C1CCCN(c2c(NCC3CCCN3CC)c(=O)c2=O)C1 (configuration not stated)	?	/	0%	/	-3%	/	/	2%	7%	-1%	-16%
CCOC(=O)CNC(=O)CSc1nnc(-c2cccc(C)c2)n1-c1ccc(OC)cc1	17%	i	0%	i	-1%	i	21%	-2%	12%	0%	5%
CN=C1SC(CC(=O)Nc2sc(C)c(C)c2C(=O)OC)C(=O)N1C (configuration not stated)	5%	i	-3%	i	0%	i	14%	18%	45%	-1%	13%
COc1cc([C@H]2[C@@H]3CCCC[C@]3(O)CCN2CC(=O)Nc2ccc(C)cc2)ccc1O	-1%	i	0%	i	-2%	i	33%[activator]	-6%	-9%	1%	-24%
COc1ccc(S(=O)(=O)n2ccnc2)c2cccnc12	-2%	?	2%	i	0%	i	2%	?	3%	2%	-5%
COc1cccc(-c2noc(-c3cccnc3)n2)c1	3%	i	-1%	i	-1%	i	10%	10%	-6%	13µM*	0%
O=C(c1cnn2ccccc12)N1CCCc2ccccc21	?	/	-1%	/	3%	/	/	-4%	3%	0%	9%

3 records drawn at random from the list so far:
SMILES	HEK293 cAMP cs	TexasRed autofl	Casp7 inh	Fluorescein autfl	Caspase-1 inhib	Rhodamine autofl	USP2a inh	HADH2 inhib	Tau fil binding	FLuc inh	ERK AVP block
CCOC(=O)CNC(=O)CSc1nnc(-c2cccc(C)c2)n1-c1ccc(OC)cc1	17%	i	0%	i	-1%	i	21%	-2%	12%	0%	5%
O=C(c1cnn2ccccc12)N1CCCc2ccccc21	?	/	-1%	/	3%	/	/	-4%	3%	0%	9%
O=C(N1CCOCC1)N1CCC(n2nnc3ccccc32)CC1	6%	?	-1%	i	0%	i	-4%	-4%	2%	0%	-11%

Some of these compounds in order of SMILES length, low to high.
SMILES	HEK293 cAMP cs	TexasRed autofl	Casp7 inh	Fluorescein autfl	Caspase-1 inhib	Rhodamine autofl	USP2a inh	HADH2 inhib	Tau fil binding	FLuc inh	ERK AVP block
COc1cccc(-c2noc(-c3cccnc3)n2)c1	3%	i	-1%	i	-1%	i	10%	10%	-6%	13µM*	0%
Nc1nc(SCc2ccccc2)c2ncn(Cc3ccccc3)c2n1	6%[11.4 µM]	i	0%[11.5 µM]	?	-3%[11.5 µM]	i	/	14%[11.4 µM]	10%[11.4 µM]	-1%[11.4 µM]	-16%[11.5 µM]
O=C(COc1cccc(OC(F)F)c1)Nc1ccc(SC(F)F)cc1	?	i	-3%	?	-2%	i	-1%	4%	11%	-43%	?

The main list resumes; the two compounds before the break are reprinted first.
SMILES	HEK293 cAMP cs	TexasRed autofl	Casp7 inh	Fluorescein autfl	Caspase-1 inhib	Rhodamine autofl	USP2a inh	HADH2 inhib	Tau fil binding	FLuc inh	ERK AVP block
COc1cccc(-c2noc(-c3cccnc3)n2)c1	3%	i	-1%	i	-1%	i	10%	10%	-6%	13µM*	0%
O=C(c1cnn2ccccc12)N1CCCc2ccccc21	?	/	-1%	/	3%	/	/	-4%	3%	0%	9%
CCCNC(=O)c1cc(-c2ccco2)on1	2%	i	-4%	i	-2%	i	3%	-10%	2%	-17%	7%
N#CCSc1nnc(N)s1	9%	?	-1%	i	1%	i	-4%	-9%	-6%	0%	11%
O=c1oc2ccccc2c2c1ncn2C1CCCCC1	3%	i	-2%	i	0%	i	-13%	15%	15%	-3%	-26%
NCCN1CCN(CCN)CC1	-3%	i	-1%	?	0%	i	-4%	2%	18%	0%	17%
CCOC(=O)N1CCN(C(=O)Cc2ccc(Cl)cc2)CC1	5%	/	2%	/	-2%	/	7%	6%	9%	3%	7%
O=S(Cc1ccc(Cl)cc1)CC(O)COc1ccc(Cl)cc1 (configuration not stated)	17%[11.4 µM]	/	-1%	/	-3%	/	14%[7.66 µM]	2%[11.4 µM]	8%[11.4 µM]	-1%	?
CCC1Sc2ccccc2N(CC(=O)NC2CCCC2)C1=O (configuration not stated)	?	?	-1%	i	2%	i	7%	-4%	-14%	1%	20%
CCOC(C)=O	-2%	/	1%	/	-4%	/	/	?	-1%	/	-13%
Cn1c(=O)c2c(nc(SCC(=O)Nc3ccc(N4CCOCC4)c(Cl)c3)n2C)n(C)c1=O	-1%	i	2%	i	-2%	i	-5%	12%	5%	0%	-8%
COc1ccc(C2C(C(C)=O)=C(C)N=c3s/c(=C/c4ccc5c(c4)OCO5)c(=O)n32)cc1 (configuration not stated)	0%	i	-12%	1.2e-08M*	-4%	i	18%	-3%	?	-1%	2%
Cc1cccc(N2C(=O)CC(N3CCN(C(=O)c4ccccc4)CC3)C2=O)c1 (configuration not stated)	-9%	/	0%	/	-1%	/	7%	-1%	2%	1%	-18%
Cn1ccnc1Sc1nc2ccccc2nc1NS(=O)(=O)c1ccccc1	6%	i	-8%	1.1e-08M*	-9%	i	5%	?	23%	3%	-10%
COc1ccccc1N1CCN(Cc2ccc(Br)o2)CC1	10%[11.4 µM]	/	1%	/	1%	/	1%[7.66 µM]	4%[11.4 µM]	2%[11.4 µM]	-4%	-19%
COc1ccc(OC)c(NC(=O)COC(=O)c2ccc(-n3cnnn3)cc2)c1	-10%	i	1%	?	0%	i	15%	11%	-4%	0%	-4%
CCCCC(CC)COCC1CO1 (configuration not stated)	0%	/	-1%	/	2%	/	/	-10%	-6%	/	7%
COc1ccc(OC)c(NC(=O)c2cn(C)c(=O)c3cc(OC)c(OC)cc23)c1	7%	i	-1%	i	-1%	i	10%	8%	4%	-3%	-25%
CCOC(=O)c1oc2ccccc2c1CSc1nnnn1-c1ccc(C)cc1	7.9µM*	i	2%	?	1%	i	6%	-18%	-2%	1%	36%[activator]
C=CCn1cc(C(=O)N2CCN(C)CC2)c(=O)c2cc(S(=O)(=O)N3CCCC3)ccc21	5%	/	-1%	/	2%	/	/	-4%	-9%	4%	-1%
O=C(Nc1cccc(C(=O)N2CCOCC2)c1)NC1CCCCC1	7%	i	0%	i	1%	i	2%	5%	8%	-5%	0%
CCCCn1c2c(c3ccccc31)CCc1nonc1-2	?	/	-9%	/	-7%	/	/	25µM*	-7%	2%	144%[activator]
C=CCOC(=O)CCP(=O)(CCC(=O)OCC=C)c1ccccc1	-4%	/	1%	/	-5%	/	-3%	12%	-8%	1%	-1%
C=C(C)CSc1nnc(-c2cc(OC)c(OC)c(OC)c2)n1N	-4%	?	0%	i	0%	i	4%	-1%	2%	1%	-18%
COc1cc(C)nc(OCCNC(=O)COc2ccc(Cl)cc2C)n1	5%	?	0%	i	1%	i	50%[activator]	3%	12%	1%	0%
CNC(=O)NCCN1CCCC1=O	-5%	i	0%	?	2%	i	7%	12%	-10%	3%	-20%
CC1(C(=O)N(c2ccccc2)C(C(=O)NC2CCCC2)c2ccccn2)CC(=O)N=C2C=CC=CN21 (configuration not stated)	8%	i	1%	i	3%	i	-2%	-124%	1%	0%	0%
N#CCSc1nc2c(cc1C#N)CCCC2	?	i	-2%	i	-7%	i	/	?	-5%	-3%	-18%
O=c1cnc2cncnc2n1Cc1ccccc1Cl	9%[0.457 µM]	i	-7%	i	-4%	i	82%[activator]	0%	1%	0%[11.4 µM]	19%
CCn1c(CNc2cccc(Cl)c2)nnc1SCC(=O)OC1CCCCC1	21%	i	3%	i	-1%	i	-2%	-7%	0%	0%	15%
O=C(COc1ccc(Cl)cc1Cl)NCc1ccncc1	6%[11.4 µM]	/	0%	/	-1%	/	30%[7.66 µM]	2%[11.4 µM]	-1%[11.4 µM]	-7%	?
Cc1noc(C)c1S(=O)(=O)NCC(=O)O	5%	i	-1%	?	-2%	i	1%	5%	0%	1%	25%
CCC(=O)Nc1sc2c(c1C(N)=O)CCN(C(C)=O)C2	8%	/	0%	/	-3%	/	/	-13%	2%	-1%	/
CCCN1Cc2cccc(C(=O)N3CCN(c4cc(Cl)ccc4C)CC3)c2C1=O	7%	/	-3%	/	-1%	/	/	-5%	41%	1%	?
